Screening data: PubChem, National Center for Advancing Translational Sciences (NCATS)
DT40 TDP1 CPT: DT40-hTDP1 cell growth loss with CPT | chicken DT40 Tdp1-/-;hTDP1 cells + 20 nM CPT, ATP luminescence, 48 h | Potency, µM (top dose mostly 46.2 µM), inactives show at the highest dose activity change, negative = growth inhibition, hits mostly inhibitors | hit rate 12% among 420,000; also: nearly all actives have a fitted effect of over 55% in size
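Chicken DT40 Tdp1-/- cells complemented with human TDP1, 400 cells/well, exposed to compounds plus 20 nM camptothecin for at least 48 h at 37 C; viability read as ATP content by CellTiter-Glo luminescence.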
FEN1 inhibitor: human FEN1 inhibition | P39748 | Recombinant FEN1 flap cleavage, fluorescence, 15 min | Potency, µM (titrated, usually from 114 µM), without a hit: at the highest dose activity change, negative = inhibition, hits mostly inhibitors | hit rate 0.35% among 390,000 | AID 588795; also: nearly all actives have a fitted effect of over 65% in size
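With each library titrated from low to high concentration, compounds met 10 nM FEN1 for 15 min at room temperature before 50 nM substrate was added; readings at 0 and 15 min fed four-parameter Hill curve fits.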
GCN5L2 inh: blocks human GCN5L2 histone acetyltransferase; Q92830; AID 504327; GCN5L2 HAT assay, ThioGlo1 CoA-SH fluorescence; hit rate 0.21% among 390,000; Potency, µM (top dose mostly 58.9 µM), for the others: at the top dose activity change, negative = inhibition, actives largely listed as inhibitors
Target sequence (Q92830 whole entry, looked up): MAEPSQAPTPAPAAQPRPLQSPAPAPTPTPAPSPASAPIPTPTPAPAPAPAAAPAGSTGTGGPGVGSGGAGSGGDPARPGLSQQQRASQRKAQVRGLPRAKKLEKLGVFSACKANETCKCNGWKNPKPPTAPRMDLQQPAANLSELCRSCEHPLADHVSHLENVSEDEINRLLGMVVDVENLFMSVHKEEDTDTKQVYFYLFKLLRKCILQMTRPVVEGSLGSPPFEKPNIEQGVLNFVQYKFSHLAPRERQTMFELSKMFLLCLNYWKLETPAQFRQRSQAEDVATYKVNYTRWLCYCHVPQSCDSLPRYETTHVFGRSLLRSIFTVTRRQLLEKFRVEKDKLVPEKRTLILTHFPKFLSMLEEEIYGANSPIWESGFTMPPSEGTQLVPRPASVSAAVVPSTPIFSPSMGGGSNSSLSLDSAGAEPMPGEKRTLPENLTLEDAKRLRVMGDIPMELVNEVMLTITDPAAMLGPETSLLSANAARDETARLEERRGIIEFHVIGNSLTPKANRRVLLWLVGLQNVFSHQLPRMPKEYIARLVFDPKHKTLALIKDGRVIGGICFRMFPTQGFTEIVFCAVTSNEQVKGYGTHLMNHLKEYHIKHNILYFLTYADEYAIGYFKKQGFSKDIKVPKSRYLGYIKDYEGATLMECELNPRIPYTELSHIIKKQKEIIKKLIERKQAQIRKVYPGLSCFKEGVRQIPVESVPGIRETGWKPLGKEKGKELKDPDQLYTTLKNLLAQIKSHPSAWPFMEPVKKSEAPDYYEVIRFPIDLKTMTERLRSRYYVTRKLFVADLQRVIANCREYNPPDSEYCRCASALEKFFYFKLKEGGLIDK
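Enzyme at 20nM final was mixed with library compounds for 15 min at room temperature. Peptide H3(1-25) at 75uM, acetyl-CoA at 70uM and ThioGlo1 at 50uM were then added. Plates were read immediately and after 20 min (Ex340nm/Em540nm).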
Starred values were filed as active, the others as inactive; ? = inconclusive; nt = not tested or not shown; [ ] = remark or other dose. Calls follow the shape of the dose curve; as a rule, active = well fitted curve in the direction sought with a large enough effect; inconclusive = small, poorly fitted or top-dose-only effect, or another doubt; inactive = no such curve, though single readings can be large; an effect the other way counts as inactive or inconclusive. % is scaled to controls: 0 for no effect and ±100 for the full control effect; potency is read from the fitted curve at half-maximal effect. Some of the compounds tested; rates above refer to the full screens.

no. | mol | FEN1 inhibitor | GCN5L2 inh | DT40 TDP1 CPT
1 | CCCC12CN3CC(C)(CN(C1)C3c1cn(CC)c3ccccc13)C2=O (stereo unspecified) | -20% | 1% | ?
2 | COc1ccc(C(=O)/C=C/c2ccc(OCc3ccccc3)cc2)cc1CSCC(=O)O | -17% | -4% | 3%
3 | O=C(/C=C/c1ccccc1)NCCc1ccccc1 | -7% | ? | 9.2µM*
4 | CCN(CC)C(=O)[C@H]1CC(CC(=O)NCc2cccc(C(F)(F)F)c2)C(=O)N2CCc3c([nH]c4ccccc34)[C@]12C (stereo partly specified) | -3% | -6% | 15µM*
5 | O=c1cnn(Cc2c(Cl)cccc2Cl)c2ccccc12 | 2% | -8% | ?
6 | CCCNC(=O)COC(=O)c1cccnc1Nc1ccccc1F | 1% | -1% | -27%
7 | CC(=O)c1ccc(NC(=O)COC(=O)CCC(=O)c2cccs2)cc1 | 0% | -4% | 0%
8 | CCCn1c(C)cc(/C=C(\C#N)C(=O)OCC(=O)NC(=O)NC(C)(C)C)c1C | -4% | -14% | ?
9 | Cc1ccnc(NC(=O)CCC(=O)N(CC(=O)NCc2ccc(F)cc2)CC2CCCO2)c1 (stereo unspecified) | 15% | 0% | -1%
10 | Clc1ccc(CNc2ccc3nnc(-c4ccccc4)n3n2)cc1 | 3% | -1% | 2.1µM*
11 | NS(=O)(=O)c1ccc(CCn2c(=S)[nH]c3ccccc3c2=O)cc1 | -3% | -1% | -29%
12 | O=S(=O)(Nc1cc(Sc2cccc3cccnc23)c(O)c2ccccc12)c1ccc(F)cc1 | ? | -13% | 0.58µM*

no. | mol | FEN1 inhibitor | GCN5L2 inh | DT40 TDP1 CPT
13 | O=S(=O)(NCCC1=CCCCC1)c1cccc(S(=O)(=O)N2CCOCC2)c1 | -3% | -4% | 5.2µM*
14 | CC[C@H](CO)Oc1cc(NCc2ccc(Cl)c(Cl)c2)c2ncn(C(C)C)c2c1 | ? | -6% | 16µM*
15 | CCOc1cccc(C2C(C#N)=C(N)Oc3cc(C)oc(=O)c32)c1OCC (stereo unspecified) | -1% | -9% | -8%
16 | CC(=O)Nc1ccccc1NC(=O)CN(C)S(=O)(=O)c1ccc(C)cc1 | -6% | 2% | -15%
17 | CC(C)/C=N\NC(=O)CCCCC(=O)N/N=C/C(C)C | -4% | 3% | 13%
18 | COc1ccc(C)cc1NC(=O)N(Cc1ccc(C)o1)C1CCN(C(C)=O)CC1 | -1% | -11% | ?
19 | CC(C)[C@H]1COCCS(=O)(=O)N1Cc1ccccc1-c1ccccc1 | ? | -5% | ?
20 | CCOc1ccc(NC(=O)CSc2nnc3scc(-c4ccc(Cl)cc4)n23)cc1 | -2% | 1% | -29%
21 | COCc1cc(Sc2ccc(Br)cc2)nc(-c2ccccc2)n1 | 9% | 1% | -17%
22 | O=C(COC(=O)c1ccc(CO)cc1)Nc1ccc(OC(F)F)cc1 | 1% | -8% | 3%
23 | CCC1CN(C(=O)N2CCC(C(=O)NCCc3ccc(OC)cc3OC)CC2)c2ccccc2O1 (stereo unspecified) | -14% | -4% | 26µM*
24 | COc1ccccc1COCC(O)CNCC1(N2CCCCC2)CCCCC1 (stereo unspecified) | -7% | -7% | -6%

Just GCN5L2 inh, for some of the entries so far:
| item | SMILES | GCN5L2 inh |
| --- | --- | --- |
| 15 | CCOc1cccc(C2C(C#N)=C(N)Oc3cc(C)oc(=O)c32)c1OCC (stereo unspecified) | -9% |
| 16 | CC(=O)Nc1ccccc1NC(=O)CN(C)S(=O)(=O)c1ccc(C)cc1 | 2% |
| 17 | CC(C)/C=N\NC(=O)CCCCC(=O)N/N=C/C(C)C | 3% |
| 18 | COc1ccc(C)cc1NC(=O)N(Cc1ccc(C)o1)C1CCN(C(C)=O)CC1 | -11% |
| 19 | CC(C)[C@H]1COCCS(=O)(=O)N1Cc1ccccc1-c1ccccc1 | -5% |

The results go on:
no. | mol | FEN1 inhibitor | GCN5L2 inh | DT40 TDP1 CPT
25 | Cc1ccc(C(=O)NCC2CCCN2S(=O)(=O)c2cccs2)cc1C (stereo unspecified) | 2% | -5% | ?
26 | CCn1c(C)c(/C=N/Nc2nc3ccccc3s2)c2ccccc21 | -4% | -19% | 18µM*
27 | COc1ccc(S(=O)(=O)N2CCC(C(=O)Nc3ccccc3C)CC2)c2cccnc12 | 1% | -13% | -23%
28 | O=C(Oc1ccccc1)N1CCC[C@@]2(CCN(c3ccncc3)C2)C1 | nt | 12% | ?
29 | Fc1cccc(F)c1CSc1nc2ccccc2[nH]1 | -14% | 0% | -4%
30 | COc1cccc2sc(NC(=O)c3ccc(Br)s3)nc12 | -6% | -4% | -24%
31 | CN(C)c1nc(N)nc(CSc2nc3c(c(=O)n(C)c(=O)n3C)n2Cc2ccccc2F)n1 | 6% | -3% | -1%
32 | COc1ccc(NS(=O)(=O)c2ccc(C)c(NC(=O)NC3CCCCC3)c2)cc1 | -7% | 45%[activator] | ?
33 | CCOC(=O)C1(CCOc2ccccc2)CCN(Cc2ccncc2)CC1 | 8% | -7% | ?
34 | CCOc1ccc2nc(N(Cc3cccnc3)C(=O)c3ccco3)sc2c1 | 15% | -3% | -8%
35 | COc1ccc(CNC(=O)COC(=O)/C=C/c2cccc(Br)c2)cc1OC | 4% | -20% | ?
36 | Cc1ccc(C#N)c(=O)n1CC(=O)Nc1ccccc1C(F)(F)F | 2% | -4% | -7%

Taken from above:
cpd 28 in GCN5L2 inh is listed with 12%
cpd 4 in FEN1 inhibitor is listed with -3%
cpd 11 in DT40 TDP1 CPT is listed with -29%

The results go on:
no. | mol | FEN1 inhibitor | GCN5L2 inh | DT40 TDP1 CPT
37 | Cc1ccc2c(c1)N(CC(=O)NCc1cccs1)C(=O)CO2 | 2% | -2% | -17%
38 | O=C(NC12CC3CC(CC(C3)C1)C2)C1CC(=O)N(c2ccccc2)C1 (stereo unspecified) | 5% | -6% | -19%
39 | COc1cc(CNC(C)c2ccccc2)cc(Br)c1OCc1ccccc1 (stereo unspecified) | -19% | 1% | -94%
40 | COc1cccc(OCCCn2cc(/C=C3/C(=N)N4C=C(C)SC4=NC3=O)c3ccccc32)c1 | 2% | -13% | 8.2µM*
41 | N/C(=N\OC(=O)Cc1ccc([N+](=O)[O-])cc1)c1cccc(Br)c1 | -12% | -25% | 26%
42 | COc1ccc2[nH]cc(CCNS(=O)(=O)c3ccc(NC(C)=O)cc3)c2c1 | -16% | 2% | -5%
43 | Cc1ccccc1C(=O)N/C(=C/c1ccc(-c2cccnc2Cl)o1)C(=O)NCCCN1CCN(C)CC1 | 13% | -18% | -14%
44 | O=C(NNS(=O)(=O)c1ccccc1)c1ccncc1 | 5% | -2% | 8%
45 | CSCCC(NC(=O)COc1ccccc1)C(=O)OCC(=O)c1cc2ccccc2o1 (stereo unspecified) | -15% | 1% | 3%
46 | CC1(C)CC(=O)C=C(Nc2ccc(F)cc2F)C1 | 21% | -6% | -26%
47 | Cn1c(-c2ccccc2Br)n[nH]c1=S | -3% | nt | -2%
48 | CCOc1cccc2sc(N(CCN(C)C)C(=O)c3ccc4c(c3)OCCO4)nc12 | 3% | -1% | ?

no. | mol | FEN1 inhibitor | GCN5L2 inh | DT40 TDP1 CPT
49 | CCCOc1cccc(C2c3c(oc4ccc(F)cc4c3=O)C(=O)N2CCc2ccc(OC)cc2)c1 (stereo unspecified) | 13% | -8% | -26%
50 | COc1ccc(C(=O)N(NC(=O)Oc2ccccc2)C(C)(C)C)cc1 | 1% | 1% | 9%
51 | O=C(NCC(=O)N(Cc1ccco1)C(C(=O)NC1CCCC1)c1cccnc1)c1ccco1 (stereo unspecified) | -3% | nt | 2%
52 | COc1ccc(-c2nc(CS(=O)CC(=O)NC3CCC(C)CC3)c(C)o2)cc1OC (stereo unspecified) | -16% | 2% | ?
53 | CC(C)Oc1ccc(C(=O)Nc2ccc(Cl)c(S(=O)(=O)Nc3ccc(Cl)cc3)c2)cc1 | -3% | -4% | ?
54 | O=C(NC1CCCCC1)C(c1ccc(F)cc1)N(Cc1ccccc1)C(=O)CN1C(=O)c2ccccc2S1(=O)=O (stereo unspecified) | 39%[activator] | 4% | 21µM*
55 | COC(=O)Cc1c(C)c2ccc(OCC(C)=O)c(C)c2oc1=O | -2% | -2% | -27%
56 | Cc1nn(CCO)c2c1C(=O)CCC2 | -3% | 4% | 5%
57 | COc1cc2c(cc1OC)CN(C(=O)CSc1nnc(C)s1)CC2 | 9% | -6% | -11%
58 | O=C(N=C1SC2CS(=O)(=O)CC2N1Cc1ccc(F)cc1)C1CCCO1 (stereo unspecified) | -1% | -5% | -5%
59 | COc1ccc(NC2CCCN(C(=O)CCOc3ccccc3)C2)cc1 (stereo unspecified) | -10% | -2% | ?
60 | O=S(=O)(NC1CCCCC1)c1cccc2nsnc12 | 1% | -8% | -5%

no. | mol | FEN1 inhibitor | GCN5L2 inh | DT40 TDP1 CPT
61 | CCCCC(O)(CCCC)C(=O)NN(C(=O)OCC)c1ccccc1 | -9% | 0% | ?
62 | CCN(CC)S(=O)(=O)N1CCC(C(=O)NCc2ccc(C)cc2)CC1 | 0% | 0% | -8%
63 | Nc1c(C(=O)Nc2ccccc2)c2nc3ccccc3nc2n1CCCN1CCOCC1 | -23% | -2% | ?
64 | NC(=O)C1CCN(c2ncnc3c(-c4ccccc4)nsc23)CC1 | 3% | -10% | -3%
65 | Nc1ccc(C(=O)NCC(=O)O)cc1 | 15% | -1% | ?
66 | c1ccc(-c2cc3c(N4CCOCC4)ncnc3s2)cc1 | -11% | -9% | 16µM*
67 | Cc1ccccc1C(OCC(O)CN1CCC(C(N)=O)CC1)c1ccccc1 (stereo unspecified) | -9% | -5% | 2%
68 | COc1ccccc1NS(=O)(=O)c1cc(NC(=O)c2ccc3ccccc3n2)ccc1Cl | -3% | -7% | ?
69 | COc1ccc(CC(=O)NNc2ncnc3c2cnn3-c2ccccc2)cc1 | -8% | 2% | 12%
70 | COc1cccc(NC(=O)Nc2nc(-c3ccc(OC)c(OC)c3)cs2)c1 | -25% | -15% | 18µM*
71 | Cc1ccc(C(=O)OC2CCS(=O)(=O)c3sccc32)cc1 (stereo unspecified) | 3% | 7% | 3%
72 | COc1ccc(CN(C(=O)c2nsc(Cl)c2Cl)C(C(=O)NC2CCCC2)c2ccc(C)cc2)cc1 (stereo unspecified) | 1% | -11% | 12µM*

no. | mol | FEN1 inhibitor | GCN5L2 inh | DT40 TDP1 CPT
73 | Nc1c(Cl)cc(Cl)cc1C(=O)OCC(=O)N1CCCC1=O | 0% | 2% | 10%
74 | CCOc1ccc(S(=O)(=O)Nc2nc3ccccc3nc2Cl)cc1 | -5% | 2% | ?
75 | CCc1noc(-c2ccc(NC(C)c3ccccc3)c([N+](=O)[O-])c2)n1 (stereo unspecified) | -2% | -1% | 18µM*
76 | CCc1cc2ccc(C)c(C)c2nc1SCC(=O)NNC(=O)c1ccco1 | 2% | -1% | 2%
77 | O=C(CSc1nnc(-c2ccccc2)o1)N1CCOCC1 | 7% | -1% | -48%
78 | Cc1cccc(NC(=O)c2nc[nH]c2C(=O)N[C@@H](C)c2ccccc2)c1 | -13% | -11% | 23µM*
79 | COc1cccc(C(=O)Nc2nnc(-c3ccccc3)s2)c1 | 20% | -3% | ?
80 | CC(NC(=O)Cc1ccc(S(=O)(=O)N2CCOCC2)s1)c1ccc(Cl)c(Cl)c1 (stereo unspecified) | -14% | -5% | ?
81 | O=C(Nc1nc(-c2ccncc2)cs1)C1c2ccccc2Oc2ccccc21 | -2% | 0% | 21µM*
82 | COc1ccc(-c2nc3cc(C(C)C)ccc3o2)cc1NC(=O)c1ccccc1[N+](=O)[O-] | 4% | 1% | 8.2µM*
83 | COC(=O)CCC(=O)c1oc2ccccc2c1NC(=O)CCCN1C(=O)c2ccccc2C1=O | 0% | 2% | 1%
84 | CC1CC(C)CN(C(=O)c2cc3cc(Br)cc(Br)c3o2)C1 (stereo unspecified) | -12% | -6% | -2%

A second format for 3 compounds above:
73: Nc1c(Cl)cc(Cl)cc1C(=O)OCC(=O)N1CCCC1=O
  FEN1 inhibitor = 0%; GCN5L2 inh = 2%; DT40 TDP1 CPT = 10%

74: CCOc1ccc(S(=O)(=O)Nc2nc3ccccc3nc2Cl)cc1
  FEN1 inhibitor = -5%; GCN5L2 inh = 2%; DT40 TDP1 CPT = ?

75: CCc1noc(-c2ccc(NC(C)c3ccccc3)c([N+](=O)[O-])c2)n1 (stereo unspecified)
  FEN1 inhibitor = -2%; GCN5L2 inh = -1%; DT40 TDP1 CPT = 18µM*

New compounds follow
no. | mol | FEN1 inhibitor | GCN5L2 inh | DT40 TDP1 CPT
85 | CCC(ONc1ccccc1C(F)(F)F)(C(=O)NN(C)C)c1ccccc1 (stereo unspecified) | 5% | -19% | ?
86 | CCOC(=O)c1nn(-c2ccccc2F)c(-c2ccccc2)c1C(=O)c1ccccc1 | -1% | -5% | ?
87 | COc1ccc(CC(=O)N/N=C/c2ccc(-c3ccc(F)cc3)o2)cc1OC | -4% | -2% | -22%
88 | Cc1ccc2nc(SCC(=O)NCc3ccco3)[nH]c2c1 | -12% | 2% | -14%
